Assay outcomes as filed in PubChem.
PrPC surface inh: cell surface PrPC inhibition, primary TR-FRET screen; P04156; TR-FRET read-out; inhibition, % at 13.8 µM; 370,000 tested, 0.43% active; in the data active = inhibition above about 24%; note: 0% = median of the test wells and 100% = reference compound wells
BH1578 lux ind: quorum light induction in luxS cqsA deficient V. cholerae; V. cholerae BH1578 lux reporter, luminescence, 6 h; activation, % at 18.7 µM; 350,000 tested, 0.16% active; in the data active = activation mostly above about 9.7%, no sharp cut-off; note: not every result past the cut was called active; inactives centre near 0; reference of the scale not given here
Yp Topo-I inh: Y. pestis Topo-I inhibition via cleavage products. 360,000 tested, 0.064% active. AID 504884. activity, % at 10 µM. Y. pestis Topo-I cleavage product accumulation, plate reader; in the data active = activity above about 50%, passing the limit was not always enough; note: inactives centre near 2
DUSP3 inh: blocks human VHR1 dual specificity phosphatase. inhibition, % at 13.3 µM. AID 1654. 290,000 tested, 0.52% active. P51452. recombinant VHR phosphatase, pNPP absorbance; in the data active = inhibition above about 50%; note: some compounds called inactive have numbers as strong as hits
Target sequence (P51452 whole entry, looked up): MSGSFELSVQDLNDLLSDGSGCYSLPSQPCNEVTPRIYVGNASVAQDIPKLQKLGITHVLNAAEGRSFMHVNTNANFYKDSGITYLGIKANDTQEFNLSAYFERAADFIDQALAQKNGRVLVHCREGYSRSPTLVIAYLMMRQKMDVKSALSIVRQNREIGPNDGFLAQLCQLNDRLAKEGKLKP
3CLpro inhibitor: SARS-CoV 3CLpro protease inhibition. inhibition, % at 6 µM. 290,000 tested, 0.14% active. P0C6X7. recombinant SARS-CoV 3CLpro, quenched FRET peptide cleavage; in the data active = inhibition above about 12%
Rv3671c protease: Rv3671c (M. tuberculosis) protease inhibition. P9WHR9. inhibition, % at 5.96 µM. 320,000 tested, 0.048% active; in the data active = inhibition above about 38%;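 note: extracellular domain of Rv3671c used as enzyme; 0% = enzyme with DMSO and 100% = no enzyme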
Target sequence (P9WHR9 whole entry, looked up, the tested form may be a part): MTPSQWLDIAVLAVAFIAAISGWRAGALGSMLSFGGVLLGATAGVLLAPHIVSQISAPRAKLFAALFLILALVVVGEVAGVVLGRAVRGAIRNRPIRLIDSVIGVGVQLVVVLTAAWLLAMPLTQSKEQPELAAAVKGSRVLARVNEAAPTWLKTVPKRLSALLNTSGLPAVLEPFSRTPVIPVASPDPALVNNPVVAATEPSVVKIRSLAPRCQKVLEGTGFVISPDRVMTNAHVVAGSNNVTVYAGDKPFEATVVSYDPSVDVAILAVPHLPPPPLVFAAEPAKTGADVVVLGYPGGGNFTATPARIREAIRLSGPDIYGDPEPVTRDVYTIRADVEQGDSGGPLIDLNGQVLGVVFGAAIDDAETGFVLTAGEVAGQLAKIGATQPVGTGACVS
TcdB GH inh: TcdB glycohydrolase inhibition | P18177 | inhibition, % at 9.99 µM | TcdB glycohydrolase enzymatic assay, plate reader | 350,000 tested, 0.24% active; in the data active = inhibition above about 10%
MazEF act: activators of E. coli MazEF toxin-antitoxin RNase; FAM/BHQ RNA-DNA oligo cleavage fluorescence, 5 h; 350,000 tested, 0.32% active; activation, % at 20 µM; in the data active = activation above about 50%
Target sequence (P0AE70 whole entry, looked up): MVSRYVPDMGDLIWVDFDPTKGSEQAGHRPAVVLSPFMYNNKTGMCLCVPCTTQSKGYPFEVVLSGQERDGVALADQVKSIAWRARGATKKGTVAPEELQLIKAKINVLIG
PriA SSB inh: inhibitors of Klebsiella pneumoniae PriA binding to SSB C-terminal tail | inhibition, % at 33 µM | 430,000 tested, 0.6% active | AlphaScreen SSBct-PriA binding, biotinylated peptide; in the data active = inhibition mostly above about 37%, no sharp cut-off; inactive = mostly below about 20%;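 note: plate controls were negative control peptide for no effect and reference peptide for full effect; strong numbers were not always called active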
CCHF vOTU inh: CCHFV vOTU protease inhibition; Pep-AMC fluorescence; inhibition, % at 11.5 µM; 370,000 tested, 0.55% active; in the data active = inhibition above about 30%; note: 0% = vehicle wells with enzyme and 100% = no enzyme wells
The depositor's hits bear a star; i = inactive; x = not tested or not shown; & = joins results of further samples. Only part of the results is shown; the hit share may differ from the screen's.

no.	smiles	PrPC surface inh	BH1578 lux ind	Yp Topo-I inh	DUSP3 inh	3CLpro inhibitor
1	COc1ccc(NC(=O)C2(C)Cc3c(-c4ccc5c(c4)OCO5)ccnc3O2)cc1 (stereo not given)	8	i	3	x	x
2	O=C(NCc1ccncc1)C1=NN(c2ccccc2)C(=O)CC1	-1	i	7	22	1
3	C=CCn1c(SCC(=O)NC(=O)c2cccn2C)nc2ccccc2c1=O	7	-0.6	1	10	-1
4	Cc1nnc(SCC(C)C)[nH]c1=O	-1	x	-2	8	-2
5	Cc1nc2nc(C)c(CCC(=O)NC(C)c3ccc4c(c3)OCCO4)c(C)n2n1 (stereo not given)	2	i	5	32	-4
6	O=C(CSC1=NS(=O)(=O)c2cc(F)ccc2N1)Nc1ccc(F)cc1	2	i	4	x	x
7	CCc1c(C)n2nc(C)cc2[nH]c1=O	-5	5.3	6	18	-6
8	CS(=O)(=O)N(CC(=O)NCCSCc1ccccc1Cl)c1ccc(F)cc1	9	-0.4	2	-4	2
9	COc1cccc(NC(=O)C2CC(=O)N/C(=N/NC(=O)c3ccc(C)cc3)S2)c1 (stereo not given)	8	-0.9	0	-10	1
10	COc1cc(C(=O)Nc2ccc(S(=O)(=O)Nc3cc(C)nc(C)n3)cc2)cc(OC)c1OC	3	-0.9	-6	45	5
11	COC(CNC(=O)c1ccc(N2CCc3ccccc32)c([N+](=O)[O-])c1)OC	-41	-0.4	5	4	7
12	O=C(NCCCNCc1ccccc1)c1ccccn1	-10&-3	-5.6	-1&-8	-12	-3

no.	Rv3671c protease	TcdB GH inh	MazEF act	PriA SSB inh	CCHF vOTU inh
1	x	0.1	x	x	7
2	7	0.8	1	-11	2
3	1	1.0	-8	-12	17
4	-5	x	2	0	-5
5	8	x	6	-24	20
6	6	2.7	-5	-7	2
7	0	x	-12	4	-8
8	6	-11	-9	-6	-2
9	2	-0.7	4	x	-2
10	0	-0.2	-3	-8	-8
11	2	x	7	48*	-3
12	3	-1.5	0&3	-3	9&4

Additional compounds
no.	smiles	PrPC surface inh	BH1578 lux ind	Yp Topo-I inh	DUSP3 inh	3CLpro inhibitor
13	CC(C)(C)c1ccc(C(=O)NNC(=O)CNC(=O)c2cccs2)cc1	2	-0.4	-9	x	x
14	Cc1ccc(C)c(S(=O)(=O)N2CCN(C(=O)CCCc3c[nH]c4ccccc34)CC2)c1	8	-0.6	22	x	x
15	COc1ccc2[nH]c(C)c(CCN(Cc3cccs3)C(=S)Nc3cccc(F)c3)c2c1	x	-0.1	-21	7	4
16	O=C(N/N=C/c1cccnc1)c1ccccc1Br	6	-0.1	-1	-1	-1
17	CCOc1cc(C(=O)N=c2sccn2C)ccc1OC(F)F	-6	-0.2	-15	2	4
18	COc1ccc(S(=O)(=O)N(C)C)cc1NC(=O)CCNC(=O)c1ccco1	-1	2.3	-4	30	2
19	O=C(COc1ccccc1)NCC1COc2ccccc2O1 (stereo not given)	4	i	8	31	1
20	COc1ccccc1N=C1SCCCN1C	0	-0.4	-7	21	2
21	O=C1CN(C(=O)c2cccc([N+](=O)[O-])c2)CC(=O)N1	-3	-0.4	0	-2	-3
22	CC(=O)C1=C(O)C(=O)N(CCc2ccccc2)C1c1ccccc1[N+](=O)[O-] (stereo not given)	5	-0.3	-7	-10	5
23	COC(=O)/C(=N/Nc1cccc(C)c1)N1CCCc2ccccc21	-3	-0.3	-1	-3	-4
24	CNC(=O)c1cc(Oc2ccc(NC(=O)Nc3ccc(Cl)c(C(F)(F)F)c3)cc2)ccn1	27*	-4.5	-22	x	x

no.	Rv3671c protease	TcdB GH inh	MazEF act	PriA SSB inh	CCHF vOTU inh
13	-6	1.0	4	-9	4
14	-4	2.6	6	9	5
15	-7	x	-87	20	x
16	x	0.7	-18	x	2
17	-9	1.3	3	-10	7
18	-6	0.8	6	0	7
19	1	1.6	4	1	21
20	0	x	-13	-19	-12
21	1	1.4	3	-2	-1
22	-22	-0.7	-4	6	-8
23	-5	x	-2	x	5
24	-290	0.0	1	-5	11

Screen by screen, from the results shown.
Nos. 14–19 in BH1578 lux ind read -0.6, -0.1, -0.1, -0.2, 2.3, i
Nos. 14–19 in Rv3671c protease read -4, -7, x, -9, -6, 1
Nos. 14–19 in 3CLpro inhibitor read x, 4, -1, 4, 2, 1

Other records.
no.	smiles	PrPC surface inh	BH1578 lux ind	Yp Topo-I inh	DUSP3 inh	3CLpro inhibitor
25	O=c1[nH][nH]c2cc([N+](=O)[O-])ccc12	-37	1.1	1	x	x
26	Cn1c(=O)c2c(ncn2CC(O)CNc2ccc(Cl)cc2)n(C)c1=O (stereo not given)	9	i	0	14	3
27	COc1ccc(C(=O)NCc2ccccn2)cc1	-3	i	6	16	-13
28	O=C(Nc1ccc(-c2nnc3n2CCCCC3)cc1)c1cnccn1	4	i	4	5	-2
29	COc1cc(NC(=O)COc2ccc(-n3ccnc3)cc2)cc(OC)c1	3	i	3	7	2
30	O=C1Nc2ccc(Br)cc2/C1=N\N=C\C1=C(N2CCOCC2)C(=C/c2ccccc2)/CC1	-6	i	-11	x	x
31	COc1ccccc1-n1nnnc1SCC(=O)Nc1oc(C)c2c(C)n[nH]c(=O)c12	-1	-0.7	2	x	x
32	CCN(CCNC(=O)C1CCN(S(=O)(=O)c2c(C)noc2C)CC1)c1ccccc1	2	-0.5	-8	7	2
33	COc1cc(NC(=O)c2ccco2)ccc1NC(=O)c1ccccc1Cl	-3	-0.5	14	3	0
34	O=C(Nc1cccc(NC(=O)c2ccco2)c1)c1ccc2c(c1)OCCO2	-5	-0.4	-7	18	-8
35	CCOC(=O)N1CCC(NC(=O)c2cc3sccc3n2CC)CC1	5	i	8	-4	-2
36	CCCN(CC1CC1)C(=S)NC(=O)c1ccccc1C	3	i	9	x	x

no.	Rv3671c protease	TcdB GH inh	MazEF act	PriA SSB inh	CCHF vOTU inh
25	x	-16	1	-8	25
26	-5	x	4	-15	2
27	-2	x	-9	10	2
28	x	x	15	-5	-1
29	-3	3.8	2	10	2
30	x	-0.6	13	i	0
31	-6	0.1	6	-2	0
32	5	0.7	-14	-4	4
33	3	x	-1	10	-1
34	-18	0.2	5	-2	-9
35	-1	1.3	-1	-11	-11
36	x	1.2	7	x	-1

Next entries follow:
no.	smiles	PrPC surface inh	BH1578 lux ind	Yp Topo-I inh	DUSP3 inh	3CLpro inhibitor
37	Cc1csc(NC(=O)CSc2nnc(Cc3cccn3C)n2-c2ccc(F)cc2)n1	-9	x	4	2	-3
38	COc1ccc(CN2C(=O)c3cccnc3C2=O)cc1S(=O)(=O)N(C)c1cccc(C)c1	-5	-0.6	7	-2	-3
39	COc1cc(/C=C2/C(=N)N3N=C(CC(=O)N4CCOCC4)SC3=NC2=O)ccc1OCc1ccccc1F	x	-0.6	5	-13	3
40	CCCOc1ccccc1N1C(=O)CC(N(O)c2ccccc2)C1=O (stereo not given)	-1	-0.5	0	-4	5
41	CSC(=N/N=C(\N)c1cnccn1)SC	4	0.1	4	-11	-2
42	CC(C)(C)OC(=O)N1CCC(C(N)=O)CC1	-3	-0.6	4	34	0
43	Nc1ccc(Cl)c(Cl)c1	6	-2.7	-9	x	x
44	COc1ccc(NS(=O)(=O)c2cc(C(=O)N(C)CCc3ccccn3)ccc2Cl)cc1	-5	i	-9	x	x
45	O=C(NN1CCOCC1)c1cccc2ccccc12	4	i	1	13	-1
46	CCCc1c(C(=O)NNc2ccccc2OC)cnn1-c1ccccc1	17	0.0	-6	13	-6
47	Cc1cc(SCCC(=O)O)nc2c(C)cccc12	71*	3.1	-3	-8	3
48	c1ccc(-c2nccc(-c3ccco3)n2)nc1	-5	2.1	6	9	1

no.	Rv3671c protease	TcdB GH inh	MazEF act	PriA SSB inh	CCHF vOTU inh
37	-12	1.7	5	2&15	2
38	0	0.8	8	13	3
39	5	x	0	-3	x
40	-13	2.7	4	-8&8	-3
41	-6	x	1	x	2
42	-4	-0.2	5	-4	6
43	x	0.5	-3	-18	2
44	x	0.8	-15	-5	6
45	-7	x	3	-2	7
46	-2	-4.3	1	-16	-10
47	-7	x	-4	-14	-9
48	10	-0.5	6	72*	-8

Remaining list, next part:
no.	smiles	PrPC surface inh	BH1578 lux ind	Yp Topo-I inh	DUSP3 inh	3CLpro inhibitor
49	Cc1cc(C)cc(NC(=O)c2ccc([N+](=O)[O-])o2)c1	1	0.2	2	18	-4
50	COc1ccc(S(=O)(=O)NCCc2c[nH]c3ccccc23)cc1OC	1	i	7	6	-12
51	CCCn1c(=O)c(C(=O)NNS(=O)(=O)c2ccc(Cl)cc2)c(O)c2ccccc21	3	-0.2	27	-8	2
52	Cc1cccc(C(=O)OCC(=O)N2CCCC2=O)c1[N+](=O)[O-]	2	-0.3	5	x	x
53	COc1ccc(N=C2S/C(=C\c3ccc(Cl)c([N+](=O)[O-])c3)C(=O)N2CCN(C)C)cc1	-28	-0.3	-13	-12	1
54	CC(C)(C)c1ccc(C(=O)O/N=C(\N)c2ccccc2)cc1	2	-0.5	24	11	0
55	COc1ccc(OC)c(NC(=O)CSc2nnc(C3CCCCC3)o2)c1	-1	-0.2	0	18	0
56	O=C(CSc1oc(-c2ccco2)nc1S(=O)(=O)c1ccccc1)NCC1CCCO1 (stereo not given)	-15	0.4	2	14	0
57	Cc1cccc(NC(=O)c2ccc([N+](=O)[O-])s2)c1C	-42	-0.3	-10	0	-4
58	N#Cc1nc(Nc2cccc(Cl)c2)c2ncn(C3CCCC3)c2n1	-1	0.8	-15	x	x
59	Cc1ccc(S(=O)(=O)NCC(=O)Nc2ccc(C(F)(F)F)cc2)cc1	4	-0.3	1	6	-1
60	O=c1ccc(N=Nc2ccccc2)ccc1O	-12	i	-2	14	-1

no.	Rv3671c protease	TcdB GH inh	MazEF act	PriA SSB inh	CCHF vOTU inh
49	x	1.6	4	6	18
50	0	0.5	6	1	-12
51	-11	x	-3	-6	11
52	1	0.4	1	-7	-2
53	0	0.8	4	16	2
54	-5	1.4	1	i	-13
55	-1	0.8	11	-1	17
56	-3	x	2	-9	8
57	-11	0.9	1	6	14
58	-12	-0.1	-11	-13	-5
59	-4	x	0	-8	19
60	-1	-0.4	-2	4	-5

In the list so far, 9 have a Cl atom.
no.	smiles	PrPC surface inh	BH1578 lux ind	Yp Topo-I inh	DUSP3 inh	3CLpro inhibitor
8	CS(=O)(=O)N(CC(=O)NCCSCc1ccccc1Cl)c1ccc(F)cc1	9	-0.4	2	-4	2
24	CNC(=O)c1cc(Oc2ccc(NC(=O)Nc3ccc(Cl)c(C(F)(F)F)c3)cc2)ccn1	27*	-4.5	-22	x	x
26	Cn1c(=O)c2c(ncn2CC(O)CNc2ccc(Cl)cc2)n(C)c1=O (stereo not given)	9	i	0	14	3
33	COc1cc(NC(=O)c2ccco2)ccc1NC(=O)c1ccccc1Cl	-3	-0.5	14	3	0
43	Nc1ccc(Cl)c(Cl)c1	6	-2.7	-9	x	x
44	COc1ccc(NS(=O)(=O)c2cc(C(=O)N(C)CCc3ccccn3)ccc2Cl)cc1	-5	i	-9	x	x
51	CCCn1c(=O)c(C(=O)NNS(=O)(=O)c2ccc(Cl)cc2)c(O)c2ccccc21	3	-0.2	27	-8	2
53	COc1ccc(N=C2S/C(=C\c3ccc(Cl)c([N+](=O)[O-])c3)C(=O)N2CCN(C)C)cc1	-28	-0.3	-13	-12	1
58	N#Cc1nc(Nc2cccc(Cl)c2)c2ncn(C3CCCC3)c2n1	-1	0.8	-15	x	x

no.	Rv3671c protease	TcdB GH inh	MazEF act	PriA SSB inh	CCHF vOTU inh
8	6	-11	-9	-6	-2
24	-290	0.0	1	-5	11
26	-5	x	4	-15	2
33	3	x	-1	10	-1
43	x	0.5	-3	-18	2
44	x	0.8	-15	-5	6
51	-11	x	-3	-6	11
53	0	0.8	4	16	2
58	-12	-0.1	-11	-13	-5
